HTT ATP protect = Huntington cell model cytoprotection by ATP luminescence | PC12 HTT-Q103 induced, cytoprotection, ATP luminescence, 40 h | Potency, µM (highest dose often 56.4 µM), without a hit: cytoprotection (ATP increase), actives largely listed as activators | actives 0.14% (n = 230,000);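 note: potency is the fitted concentration of half-maximal effect; % of control where 0% means no effect; nearly all actives have a fitted effect of over 45% in size; toxic huntingtin expression switched on by the ecdysone agonist tebufenozide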
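Cells were plated at 1500 per well in phenol red-free DMEM with 5% equine and 5% calf serum. Tebufenozide (100 nM final) and compounds were added, then ATPlite reagent, and luminescence was read.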
Lamin A splicing = modulators of lamin A splicing; actives 0.01% (n = 200,000); Potency, µM (series often up to 46.1 µM), without a hit: top-dose ratio change, negative = inhibition, usual class: inhibitors; HeLa LMNA splicing GFP/RFP minigene ratio, 48 h; active = well fitted inhibition curve with a large enough effect in the signal ratio, with a control signal flat, not every such curve was filed as active; inconclusive = small, poorly fitted or top-dose-only effect, or effect the other way, or a change in a side signal; the % refers to the signal ratio; note: potency is the fitted concentration of half-maximal effect; % is set by controls: 0 for no effect and ±100 for the full control effect
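S3 HeLa cells stably expressing lamin A-EGFP splicing minigene plus DsRed2, 600 cells/well, 48 h compound exposure at 37C. Laser-scanning cytometry; analysed as GFP (500-530 nm)/RFP (575-640 nm) total intensity ratio; 0.5% DMSO vehicle.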
CBFb-RUNX1 inh = inhibitors of human CBF-beta and RUNX1 interaction. Q01196+Q13951. AlphaScreen CBFb-His/RUNX1-biotin binding, biochemical. Potency, µM (doses to about 59.8 µM), without a hit: top-dose activity, negative = inhibition, usual class: inhibitors. 230,000 tested, under 10 active. AID 1477; note: % of control where 0% means no effect
Target sequence (Q01196 whole entry, looked up): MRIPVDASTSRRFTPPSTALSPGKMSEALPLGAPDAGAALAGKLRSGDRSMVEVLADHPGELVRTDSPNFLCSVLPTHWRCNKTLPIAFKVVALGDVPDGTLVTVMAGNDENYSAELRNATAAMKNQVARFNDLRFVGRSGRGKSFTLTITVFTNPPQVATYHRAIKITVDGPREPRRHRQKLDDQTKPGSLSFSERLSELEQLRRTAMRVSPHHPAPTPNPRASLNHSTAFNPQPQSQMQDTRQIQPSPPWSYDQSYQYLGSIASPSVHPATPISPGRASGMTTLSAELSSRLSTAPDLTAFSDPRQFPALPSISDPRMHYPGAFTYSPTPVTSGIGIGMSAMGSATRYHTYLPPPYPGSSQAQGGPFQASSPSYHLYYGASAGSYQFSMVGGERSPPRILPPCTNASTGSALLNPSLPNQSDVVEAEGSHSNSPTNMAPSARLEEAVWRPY
Target sequence (Q13951 whole entry, looked up): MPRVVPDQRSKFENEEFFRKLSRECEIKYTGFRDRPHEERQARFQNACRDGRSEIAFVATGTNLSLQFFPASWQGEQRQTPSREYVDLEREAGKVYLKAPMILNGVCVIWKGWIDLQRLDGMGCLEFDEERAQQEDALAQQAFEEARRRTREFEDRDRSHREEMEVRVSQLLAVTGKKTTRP
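Room-temperature protein-protein interaction test with 30 nM each of His-tagged CBF-beta and biotinylated RUNX1, 15 min with compound, then 90 min with nickel plus streptavidin beads. Signal read in AlphaScreen mode.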
IMPase Li inh = cell-permeable IMPase inhibitors with lithium potentiation; Potency, µM (top dose mostly 59.4 µM), for the others: top-dose activity, negative = IMPase inhibition, actives largely listed as inhibitors; AID 1457; actives 0.35% (n = 210,000); CHO-M1 cells, IP1 TR-FRET (IP-One), carbachol + lithium;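 note: IP1 builds up when IMPase is blocked and the TR-FRET signal falls; potency is the fitted concentration of half-maximal effect; plate controls were basal vehicle for no effect and high inhibitor control for full effect; nearly all actives have a fitted effect of over 50% in size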
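CHO-M1, 2000 cells/well, 16–30 h culture; cpd + low Li+, 30 min 37C; lysis with d2-IP1/Eu-anti-IP1 Ab, 10 min RT; TR-FRET 665/620 ratio and 620 channel; AC50 via Hill.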
HTT aggregate = mutant huntingtin aggregation inhibition; PC12 HttQ103-GFP aggregates, Acumen cytometry, 40 h; Potency, µM (doses to about 46.1 µM), for the others: top-dose activity change, negative = inhibition, most hits filed as inhibitors; actives 1.1% (n = 220,000); note: potency is the fitted concentration of half-maximal effect; % is set by controls: 0 for no effect and ±100 for the full control effect; nearly all actives have a fitted effect of over 60% in size
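PC12 cells with ecdysone-inducible HTT exon1 Q103-GFP, induced by 100 nM tebufenozide, given compounds in a concentration series. GFP aggregates (1–25 um, 6 SD above background) counted in lysates by laser-scanning cytometry, 488 nm excitation.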
SMN2 splice enh = SMN2 splice variant enhancement | Potency, µM (doses to about 46.1 µM), inactives show at the highest dose activity change, positive = activation, most hits filed as activators | AID 1458 | actives 2.8% (n = 210,000) | HEK293 SMN2-luciferase splicing reporter, luminescence, 30-36 h; note: potency is the fitted concentration of half-maximal effect; % of control where 0% means no effect; nearly all actives have a fitted effect of over 55% in size
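HEK293 cells carry an SMN2 minigene-luciferase reporter in which exon 7 inclusion puts luciferase in frame. Cells were seeded at 2000 cells/well, attached for 10-12 hours, then exposed to compounds for 30-36 hours at 37C before ONE-Glo luminescence.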
Luc counter = Kinase-Glo luciferase inhibition (counter-screen); Kinase-Glo luciferase, ATP luminescence, 8 min; Potency, µM (titrated, usually from 38.3 µM), inactives show at the highest dose activity change, negative = inhibition, hits mostly inhibitors; actives 0.28% (n = 200,000); AID 1379; note: potency is the fitted concentration of half-maximal effect; % is set by controls: 0 for no effect and ±100 for the full control effect; nearly all actives have a fitted effect of over 60% in size
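Recombinant Kinase-Glo luciferase, 10 uM ATP (linear range), luciferin; imidazole pH 7.2 / KCl / MgCl2 / Tween / BSA buffer; 8 min RT; luminescence.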
Numbers without * were called inactive; ? = inconclusive; nt = no result given; [ ] = remark or other dose. Unless noted, calls come from the whole dose curve; as a rule, active = well fitted curve in the direction sought with a large enough effect; inconclusive = small, poorly fitted or top-dose-only effect, or another doubt; inactive = no such curve, though single readings can be large; an effect the other way counts as inactive or inconclusive.

cpd	molecule	HTT ATP protect	Lamin A splicing	CBFb-RUNX1 inh	IMPase Li inh	HTT aggregate	SMN2 splice enh	Luc counter
1	O=[N+]([O-])c1ccc(N2CCN(c3ccc(Cl)nn3)CC2)c(Cl)c1	8.7%	-0.2%	-2.0%	32.5%[38.3 µM]	-12.6%	-25.3%	-0.1%
2	COc1ccccc1C(=O)Nc1cccc(N(C)S(C)(=O)=O)c1	3.8%[10 µM]	-12.1%	-6.2%	1.6%	-26.7%	-20.6%	0.8%
3	O=C(CSc1nc(Nc2ccccc2)nc(N2CCOCC2)n1)N1CCc2ccccc21	9.1%[0.074 µM]	?	-2.9%	19.6%[38.3 µM]	-0.7%	-10.5%	-2.0%
4	O=C(COc1ccc(F)cc1)Nc1ccc(-n2cnnn2)cc1	-8.6%	11.8%	2.1%	13.8%[38.3 µM]	7.2%	-24.5%	-1.8%
5	CCC(c1nnc(SCC(=O)N2CCOCC2)n1C1CCCCC1)N(C)C (centres undefined)	-1.3%[10 µM]	nt	4.9%	nt	-5.0%[9.22 µM]	nt	nt
6	c1cc2[nH]snc2c2nc(C3CC3)nc12	9.5%	?	14.6%	-9.2%[38.3 µM]	11.2µM*	0.9%	-11.2%
7	C=CCN(c1ccccc1)S(=O)(=O)c1cccc(C(=O)O)c1	10.1%	-6.0%	3.0%	7.9%[38.3 µM]	-4.7%	5.0%	-0.1%
8	Cc1ccccc1NC(=O)c1sc2nc3c(c(-c4ccco4)c2c1N)CCCC3	-2.9%	-3.9%	?	-17.5%[38.3 µM]	10.9%	-47.6%[inhibitor]	-2.1%
9	Cc1ccc2nc(-c3ccccn3)oc2c1	-142.7%[inhibitor]	5.9%	-11.8%	0.7%[38.3 µM]	-13.5%	7.08µM*	12.6µM*
10	O=[N+]([O-])c1cc(C(F)(F)F)cc([N+](=O)[O-])c1Sc1n[nH]c(C(F)(F)F)n1	19.0%[10 µM]	nt	-9.2%	nt	-0.3%[9.22 µM]	nt	nt
11	C=CCSc1nnc(NC(=O)CSc2nc(CCC)cc(=O)[nH]2)s1	20.2%[10 µM]	?	1.1%	44.0%[activator][38.3 µM]	11.2µM*	-20.7%	0.0%
12	O=C(CSc1ccccn1)Nc1ccc(N2CCOCC2)cc1	-58.8%[inhibitor]	nt	-1.1%	10.5%	3.7%	15.0%	4.3%
13	O=C(c1ccccc1-c1ccccc1)N1CCCCC1	18.9%	nt	-6.2%	2.3%	12.5%	10.9%	0.5%
14	OC(COCc1ccc2c(c1)OCO2)CN1CCCCC1 (centres undefined)	-36.8%[inhibitor]	nt	14.4%	1.1%	7.2%	4.3%	0.0%
15	Cc1ccc(-c2nc3ccccc3[nH]2)cc1NC(=S)NC(=O)c1ccccc1Br	-83.6%[inhibitor]	8.9%[0.0737 µM]	2.6%	5.8%[38.3 µM]	?	-52.9%[inhibitor]	-2.0%
16	O=C(Cc1ccc(S(=O)(=O)N2CCCCC2)s1)Nc1ccc(F)c(F)c1	nt	?	7.0%	3.9%	4.1%	-3.1%	-0.8%
17	Cc1ccccc1NC(=S)N(Cc1ccco1)C(C)c1ccccn1 (centres undefined)	25.0%	-6.4%[46 µM]	23.8%	-4.4%	8.3%	-10.8%	0.4%
18	O=C(NCc1ccc(Cl)cc1)C1CCN(c2cnccn2)CC1	-21.0%	29.4%[46 µM]	-3.0%	-5.1%	9.1%	-15.2%	-2.2%
19	O=C(Nc1nc(-c2ccncc2)cs1)C1c2ccccc2Oc2ccccc21	16.1%[10 µM]	?	-29.5%	14.8%	-26.9%	-50.3%[inhibitor]	2.6%
20	CN1CCCC(n2nc(Cc3ccc(Cl)cc3)c3ccccc3c2=O)CC1 (centres undefined)	-40.6%[inhibitor]	?	4.7%	15.9%	-9.7%	-36.9%[inhibitor]	-3.7%

Only HTT aggregate, for 2 of the compounds above:
cpd	Compound	HTT aggregate
2	COc1ccccc1C(=O)Nc1cccc(N(C)S(C)(=O)=O)c1	-26.7%
19	O=C(Nc1nc(-c2ccncc2)cs1)C1c2ccccc2Oc2ccccc21	-26.9%

Continuation.
cpd	molecule	HTT ATP protect	Lamin A splicing	CBFb-RUNX1 inh	IMPase Li inh	HTT aggregate	SMN2 splice enh	Luc counter
21	O=C(CC(c1ccco1)S(=O)(=O)c1ccccc1)c1ccccc1 (centres undefined)	-25.2%	nt	2.0%	1.6%	14.8%	nt	nt
22	Cc1onc(C(=O)NN)c1-c1csc(COc2ccc(Cl)cc2)n1	21.3%[10 µM]	nt	0.8%	nt	-6.9%[9.22 µM]	nt	nt
23	Cc1nn(Cc2ccc([N+](=O)[O-])cc2)c(=O)n1-c1ccccc1Cl	-38.0%[inhibitor]	-3.0%[46 µM]	13.5%	6.3%	-5.6%	-16.1%	1.3%
24	Cc1ccc2c(c1)c(C)c(C)n2CC(O)CN1CCOCC1 (centres undefined)	-12.3%[10 µM]	-4.7%	-12.1%	7.1%	25.9%	1.0%	1.2%
25	CCOC(=O)CN(C(=O)CSc1nnc(CNc2ccc(F)cc2)n1CC)c1ccc(F)cc1	3.6%	-0.5%	0.8%	32.2%[activator][38.3 µM]	11.2%	9.4%	-2.6%
26	O=[N+]([O-])c1ccc(O)c(/C=N/Nc2nc3ccccc3[nH]2)c1	-84.8%[inhibitor][10 µM]	?	nt	8.8%	?	-99.8%[inhibitor]	5.4%
27	COC(=O)CC(=O)CSc1nc(C)cc(C)c1C#N	9.3%	2.6%	5.1%	4.3%[38.3 µM]	-17.4%	5.2%	2.5%
28	CC(=NCc1ccco1)c1c(O)n(C2CCCCC2)c(=O)[nH]c1=O	-21.3%[0.074 µM]	11.1%	0.6%	22.4%[38.3 µM]	27.0%	-22.3%	-0.4%
29	Cc1nc2ccccc2c(=O)n1NC(=O)/C=C/c1ccccc1Cl	5.1%[10 µM]	-7.9%	-0.3%	3.0%	16.0%	-11.2%[1.84 µM]	-4.6%
30	O=C(NCCCN1CCOCC1)C(=O)N/N=C/c1ccccc1	-8.5%[10 µM]	-16.6%	-2.3%	5.2%	11.9%	-36.4%[inhibitor]	0.1%
31	Cc1ccccc1NC(=O)c1cccc(S(=O)(=O)Oc2ccc([N+](=O)[O-])cc2)c1	1.7%	20.9%	-11.0%	17.8%[38.3 µM]	-0.7%	-11.7%	2.7%
32	OCC[C@@H]1C[C@@H](O)[C@H](O)[C@]2(CCCCO2)O1	nt	-5.4%	1.5%[2.36 µM]	3.0%	1.2%	-2.8%	-1.2%
33	OC(c1ccc(OCc2ccccc2)cc1)c1nnc(-c2ccccc2)o1 (centres undefined)	-8.3%	?	-1.2%	23.7%[38.3 µM]	?	nt	20.1%
34	COc1ccccc1NC(=O)N(Cc1ccco1)Cc1cc2ccc(C)c(C)c2[nH]c1=O	-93.9%[inhibitor]	?	-21.2%	15.9%[38.3 µM]	-32.2%	-23.7%	15.1%
35	OC1(c2ccc(Cl)c(Cl)c2)C[n+]2ccccc2N1Cc1ccccc1 (centres undefined)	2.5%[10 µM]	nt	0.8%	nt	-21.3%[9.22 µM]	nt	nt
36	CCOC(=O)c1cnc2ccc(F)cc2c1Nc1ccc2c(c1)OCCO2	-2.6%[10 µM]	?	-5.3%	30.5%[activator]	14.0%	-36.7%[inhibitor]	2.4%
37	COc1cc(S(=O)(=O)NCCN2CCOCC2)c(OC)cc1Cl	-3.9%	2.3%	9.7%	8.8%[38.3 µM]	-17.6%	?	1.0%
38	O=C(COC(=O)C1COc2ccccc2O1)Nc1cccc(S(=O)(=O)N2CCCCC2)c1 (centres undefined)	-39.9%[inhibitor]	-2.3%[46 µM]	-4.8%	1.5%	-10.9%	4.8%	5.7%
39	COCCn1c(SCC(=O)NCCc2ccccc2)nnc1-c1ccco1	6.8%	1.2%	-5.1%	nt	25.9%	nt	nt
40	Cc1cccn2c(=O)c(/C=N/O)c(NCc3ccccc3)nc12	3.5%[10 µM]	nt	11.0%	nt	25.8%[9.22 µM]	nt	nt
41	O=C(c1ccc(NC(=S)Nc2ccc(Cl)c(Cl)c2)cc1)N1CCCC1	18.4%[10 µM]	-14.4%	-3.3%	2.6%	0.8%	0.8%	1.1%
42	COc1ccc(NC(=S)N(Cc2cccnc2)Cc2cc3cc(OC)c(OC)cc3[nH]c2=O)cc1	-27.7%[10 µM]	5.6%[46 µM]	2.2%	8.8%	-4.4%[9.22 µM]	nt	1.1%
43	COC(=O)c1c(C)nc(C)c(C(=O)OC)c1-c1ccc(OC)cc1	-4.1%[10 µM]	2.4%[46 µM]	3.4%	nt	-0.6%[9.22 µM]	nt	nt
44	O=C(COC(=O)c1ccccc1Cl)Nc1nccs1	-3.5%[10 µM]	-3.5%	-2.4%	-1.9%	-16.4%	7.7%	6.4%
45	C=CCn1c(COc2ccccc2F)nnc1SCC(=O)Nc1cc(C)on1	-18.8%[10 µM]	nt	-0.3%	-6.9%	7.0%	12.2%	-1.7%
46	Cc1nc(C)c(C(=O)Nc2ccc(C)c(F)c2)o1	6.5%[10 µM]	-17.2%	6.1%	25.2%[38.3 µM]	6.9%	14.1%	-8.8%
47	CCOC(=O)C1=C(c2ccccc2)OC(N)=C(C#N)C1c1ccco1 (centres undefined)	-24.2%[0.074 µM]	-2.2%	6.8%	3.0%[38.3 µM]	4.0%	-7.0%	15.3%
48	CCOC(=O)C(=O)NC12CC3CC(CC(C3)C1)C2	nt	-0.7%	2.0%	-9.9%	-9.6%	-4.0%	-2.8%
49	O=C(c1cccc(F)c1)N1CCC2(CCCN(Cc3ccccc3)C2)CC1	8.2%	nt	nt	27.2%	nt	0.6%	-0.5%
50	CCN1CCCC(NC(=O)c2scc3c2CCCC3)C1 (centres undefined)	-10.9%	-7.6%	3.5%	1.3%[38.3 µM]	4.6%	-17.3%	-2.1%
51	COc1ccc(C2(C(=O)NCc3ccco3)CCCC2)cc1OC	-6.1%	4.6%	-3.7%	-1.2%[38.3 µM]	2.8%	-2.8%	4.0%
52	COC(=O)c1ccc(NC(=S)N2CCN(Cc3ccccc3Cl)CC2)cc1	18.2%[10 µM]	?	-6.1%	4.8%	19.6%[9.22 µM]	nt	0.3%
53	Cc1cc(NC(=O)c2cc(-c3cccc(Cl)c3)on2)no1	-11.5%	3.0%	4.6%	?	13.7%	-11.1%	-0.7%
54	Cc1ccc(NC(=O)CSc2nnc(Cc3ccccc3)o2)c(C)c1	-3.7%	17.9%[46 µM]	-4.3%	-3.3%	20.9%	-3.4%	3.5%
